Source: PubChem BioAssay (several laboratories)
Mot1-301 SUMO – yeast Mot1-301 growth rescue at high temperature, primary screen, SUMOylation pathway inhibitor project, S. cerevisiae, ATP luminescence, 38.5C; S. cerevisiae Mot1-301 growth rescue; percent above DMSO median, 100 means doubled; growth rescue, % at 18.8 µM; 320,000 tested, 1% active; AID 2716, 2010;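 active means every valid replicate shows activation above 250% relative to neutral control wells; inactive means the rest, any valid replicate at or below 250%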;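 further: OY570 slx delta 5 strain wells were the positive control but not used for scaling; some compounds called inactive have numbers as strong as hits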
OPRM1-OPRD1 inv – inverse agonists of MOR-DOR heterodimerization, primary screen, cell-based, luminescence; Mu-type opioid receptor (Homo sapiens) + Delta-type opioid receptor (Homo sapiens), …; cell-based MOR-DOR heterodimer luminescence, inverse agonism; inhibition, % at 9.3 µM; 340,000 tested, 0.21% active; in the data active means inhibition above about 22%, passing the limit was not always enough;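 further: 0% = cells with DMSO and 100% = wells without cells with DMSO; values of inactives mirror those of a sister screen read the other way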
Arr AP2 block – inhibitors of beta-arrestin/AP2 binding, primary screen, biochemical, GPCR trafficking, flow cytometry. FITC-arrestin peptide / GST-AP2 beads; AP2 beta2 appendage carries R879A mutation. beta-arrestin 1 C-terminal peptide binding to AP2 beta2-adaptin appendage (human). AID 504490, 2011. 340,000 tested, 0.31% active. inhibition, % at 10 µM;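 active means inhibition above a set limit, near 3 SD of compounds lacking own fluorescence, cut at about 54% in these data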;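 further: plate controls were DMSO wells for no effect and 5 µM unlabelled arrestin peptide for full effect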
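Test system: GST-tagged AP2 beta2-adaptin appendage (R879A) on 4 µm glutathione beads; also added: fluorescein-tagged arrestin peptide at 50 nM final; timing: 12 min plus 1 h, RT; signal: flow cytometry, FL1 (488/535 nm); read-out: percent drop in bead-associated FITC signal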
Ecoli viability – E. coli V3065 growth inhibition, primary screen, counter-screen for AddAB inhibitor project, absorbance, OD600 | 330,000 tested, 0.27% active | 18 h | inhibition, % at 11.9 µM;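 active means inhibition above the campaign's mean inhibition across all tested compounds plus 3 SD, cut at about 9.9% in these data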;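 further: uninfected addAB+ strain grown without phage in ampicillin broth; 0% = DMSO wells and 100% = ciprofloxacin 0.95 µg/ml wells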
MOR-DOR ag – agonists of OPRM1-OPRD1 heterodimerization, primary screen, cell-based, luminescence; Mu-type opioid receptor (Homo sapiens) + Delta-type opioid receptor (Homo sapiens), …; AID 504326, 2011; 340,000 tested, 0.3% active; cells; activation, % at 9.3 µM; in the data active means activation above about 18%;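 further: 0% = vehicle-treated cells and 100% = reference agonist; values of inactives mirror those of a sister screen read the other way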
Pemphigus Ab inh – inhibitors of pemphigus antibody binding to DSG3, primary screen, biochemical, bead-based, flow cytometry, scFv-GFP. DSG3-coupled beads, scFv-anti-DSG3-GFP binding; hits give low values. binding (percent of control), % at 10 µM. 310,000 tested, 0.48% active. AID 588358, 2011;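 active means binding more than 3 SD below its plate's average and above zero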;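 further: hits lower antibody fragment binding to DSG3; some compounds called inactive have numbers as strong as hits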
Target sequence (P32926 whole entry, looked up, the tested form may be a part): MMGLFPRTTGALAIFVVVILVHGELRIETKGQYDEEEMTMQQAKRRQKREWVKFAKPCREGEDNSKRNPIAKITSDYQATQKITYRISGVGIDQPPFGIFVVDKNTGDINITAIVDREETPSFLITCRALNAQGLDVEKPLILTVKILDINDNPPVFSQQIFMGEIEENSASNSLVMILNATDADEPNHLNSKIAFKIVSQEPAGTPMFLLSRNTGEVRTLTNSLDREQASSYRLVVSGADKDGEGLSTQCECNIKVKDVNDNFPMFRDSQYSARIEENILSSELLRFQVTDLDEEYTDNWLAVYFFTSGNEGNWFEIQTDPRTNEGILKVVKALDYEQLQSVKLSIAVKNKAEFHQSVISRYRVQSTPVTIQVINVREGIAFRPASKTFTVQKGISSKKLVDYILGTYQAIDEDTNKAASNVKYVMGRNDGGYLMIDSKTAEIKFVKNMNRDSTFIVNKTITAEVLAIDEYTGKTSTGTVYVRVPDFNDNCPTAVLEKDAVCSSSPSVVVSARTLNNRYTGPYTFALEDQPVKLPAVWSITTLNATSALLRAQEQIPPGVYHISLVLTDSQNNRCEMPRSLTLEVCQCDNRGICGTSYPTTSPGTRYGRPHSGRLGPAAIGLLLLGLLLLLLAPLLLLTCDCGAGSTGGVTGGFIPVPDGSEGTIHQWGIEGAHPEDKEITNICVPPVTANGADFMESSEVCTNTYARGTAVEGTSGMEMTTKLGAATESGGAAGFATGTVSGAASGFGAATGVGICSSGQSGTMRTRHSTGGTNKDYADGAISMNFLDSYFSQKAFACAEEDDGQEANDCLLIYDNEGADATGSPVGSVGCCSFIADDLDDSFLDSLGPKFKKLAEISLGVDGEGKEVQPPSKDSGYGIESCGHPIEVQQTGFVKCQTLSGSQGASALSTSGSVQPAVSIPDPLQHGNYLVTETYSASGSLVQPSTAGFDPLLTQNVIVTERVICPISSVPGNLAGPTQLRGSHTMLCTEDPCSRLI
AddAB inh – growth inhibition of E. coli expressing H. pylori AddAB, primary screen, AddAB inhibitor project, absorbance. AID 435030, 2010. 330,000 tested, 0.29% active. inhibition, % at 11.9 µM; in the data active means inhibition above about 12%;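 further: 0% = vehicle wells of infected cells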
phage Ecoli inh – growth loss of phage-infected E. coli, primary screen, RecBCD inhibitor project, absorbance, with phage, HTS; inhibition, % at 11.9 µM; 360,000 tested, 0.26% active; AID 651602, 2012; in the data active means inhibition above about 11%
PfHsp90 set2 – growth inhibition of PfHsp90-expressing yeast, primary screen, antimalarial PfHsp90 inhibitor project, S. cerevisiae, BacTiter-Glo luminescence, single point, set 2; BacTiter-Glo ATP, 48 h; yeast lacking PDR1 and PDR3 efflux regulators; inhibition, % at 9.4 µM; 310,000 tested, 0.32% active; AID 504621, 2011;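 active means every replicate shows inhibition above about 80%, whatever the replicate mean, limit read from the data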;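 further: 0% = DMSO neutral controls and 100% = 20 µM radicicol positive controls; yeast relying on Plasmodium falciparum Hsp90 in place of its own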
PKA-R1A activ – activators of PKA-R1A holoenzyme, primary screen, biochemical, fluorescence polarization, Cy5-IP20, bovine R1A, mouse PKAc | 340,000 tested, 0.083% active | cAMP-dependent protein kinase type I-alpha regulatory subunit (Bos taurus) + … | PKA-R1A dissociation; scaled: DMSO 0%, 113 µM cGMP 100% | activation, % at 11.4 µM;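 active means percent activation above the mean of all tested compounds plus 3 SD, cut at about 19% in these data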;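 further: higher means more PKAc released from R1A so a rise in polarization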
Tat export inh – E. coli Tat export inhibitors, primary screen, MC4100, TorA-mCherry reporter, fluorescence, single point. inhibition, % at 10 µM. 340,000 tested, 0.036% active;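 active means mean replicate inhibition at least 50% and at least half of replicates individually reaching 50%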;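 further: exported cargo escapes ClpAP degradation while cytoplasmic cargo is degraded and loses fluorescence; 0% = median of neutral control wells and 100% = median of NaSCN control wells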
* hit, by the source's call; · = not tested or not shown.

SMILES	Mot1-301 SUMO	OPRM1-OPRD1 inv	Arr AP2 block	Ecoli viability	MOR-DOR ag	Pemphigus Ab inh	AddAB inh	phage Ecoli inh	PfHsp90 set2	PKA-R1A activ	Tat export inh
NC(=S)Nc1ncc(C(F)(F)F)cc1Cl	-13	5	25	3.0	-1.0	98	1.8	2.3	-13	0	-2
CSCCC(NC(N)=O)C(=O)NCC1CCCCC1 (stereo not drawn)	755	14	14	-1.6	-3.1	101	2.8	-0.6	-48	-1	-11
CCOC(=O)C1CCCN(C(=O)CSc2ccc(NC(C)=O)cc2)C1 (stereo not drawn)	150	21	-4	0.3	-4.5	111	5.5	1.1	-24	-16	-2
COc1cc(/C=C/C(=O)OCC(=O)N2CCN(S(=O)(=O)c3ccc(C)cc3C)CC2)ccc1OC(F)F	·	3	19	·	-0.8	99	·	2.7	·	6	0
C#CC(CO)N(CCN(Cc1ccccc1)C(C#C)CO)Cc1ccccc1 (stereo not drawn)	20	-31	-11	0.4	6.7	101	-1.1	2.5	-4	1	5
N#Cc1ccc(OCc2noc(-c3ccsc3)n2)cc1	-1	5	10	0.8	-1.0	·	-0.3	2.4	-9	-1	-2
O=C(NNC1CC(=O)N(c2cccc(Cl)c2)C1=O)c1cccs1 (stereo not drawn)	22	-7	-5	-2.3	1.4	99	-2.8	2.4	-15	-9	1
C#CC[N+](C)(C)CCCCCCCCC	-25	-12	17	1.0	2.6	·	5.1	4.8	9	-1	3
CCc1cc(=O)oc2cc(O[C@@H]3O[C@H](CO)[C@@H](O)[C@H](O)[C@H]3O)c(Cl)cc12	17	18	-17	-0.7	-3.9	101	0.5	2.9	25	-5	-12
CCOC(=O)c1ccccc1NC(=O)COC	140	4	24	-0.4	-0.8	99	1.2	3.5	-5	-3	4
CCOc1ccc(NC(=O)C2CC(=O)N(CC)C(=Nc3ccc4c(c3)OCO4)S2)cc1 (stereo not drawn)	-20	-11	9	1.4	1.9	96	1.3	1.2	-12	-5	-7
Cc1ccc(Nc2nc(N)nc(CSc3nccn3C)n2)c(C)c1	2	12	7	0.0	-2.0	108	3.3	3.1	-4	2	-9
COc1ccc(-c2nnc(SCC(=O)NC3CC3)o2)cc1	4	8	35	-1.1	-1.9	·	0.3	-0.6	-1	10	-1
O=C1/C(=C/c2cccs2)COc2ccccc21	-19	1	33	-0.5	-0.2	97	0.8	4.1	-5	-3	4
CCOC(=O)c1c(S(=O)(=O)NCC(=O)Nc2cccc(C)c2C)c(C)n(C)c1C	10	8	-12	-2.2	-1.5	·	1.5	4.9	13	-15	6
C=CCN1C(=O)C(CC(=O)NCC)SC1=Nc1ccccc1CC (stereo not drawn)	-8	10	-16	-1.6	-2.1	102	2.0	0.7	-8	-10	-3
COc1ccc(O)c(C(=O)c2cnc3c(c2)CN(C)C(=O)N3)c1	-7	13	-2	-3.2	-2.5	100	0.4	2.7	-1	-2	1
CC1CCC2(CC1)NC(=O)N(CC(=O)Nc1ccc3c(c1)OCO3)C2=O (stereo not drawn)	12	12	-7	0.1	-2.3	94	-0.5	6.0	-2	-4	1
Cc1nc(SCc2ccc(C#N)cc2)n[nH]1	-8	12	-4	1.2	-2.2	114	1.9	0.2	19	-7	3
COc1ccc(C(C(=O)NCC2CCCO2)N(Cc2ccccc2)C(=O)c2snc(C(N)=O)c2N)cc1OC (stereo not drawn)	-6	8	-25	-0.6	-1.6	108	-0.7	0.1	5	11	5
O=C(CS(=O)(=O)c1cn(Cc2ccc(Cl)cc2)c2ccccc12)N1CCOCC1	-11	1	15	0.3	-0.3	108	-0.5	4.5	-6	-5	-3
COCCn1c(SCC(=O)Nc2ccccc2)nc2c1c(=O)[nH]c(=O)n2C	-13	19	9	-0.9	-3.4	98	-2.5	-1.7	17	-8	-2
O=C(Nc1ccon1)c1cccc(S(=O)(=O)N2CCCC2)c1	14	15	-1	-0.4	-2.8	105	1.6	3.2	23	1	5
Cn1nccc1C(=O)NC1CC(C)(C)Cc2c1cnn2-c1ccc(F)cc1 (stereo not drawn)	-7	5	-2	2.3	-0.8	109	1.5	0.4	5	1	5
O=C1/C(=C/c2cccs2)SC(=S)N1NS(=O)(=O)c1ccccc1	37	7	-6	-0.4	-1.3	98	-0.1	1.8	-69	-4	5

A portion of the results above, as a working copy:
SMILES	Mot1-301 SUMO	OPRM1-OPRD1 inv	Arr AP2 block	Ecoli viability	MOR-DOR ag	Pemphigus Ab inh	AddAB inh	phage Ecoli inh	PfHsp90 set2	PKA-R1A activ	Tat export inh
O=C(Nc1ccon1)c1cccc(S(=O)(=O)N2CCCC2)c1	14	15	-1	-0.4	-2.8	105	1.6	3.2	23	1	5
Cn1nccc1C(=O)NC1CC(C)(C)Cc2c1cnn2-c1ccc(F)cc1 (stereo not drawn)	-7	5	-2	2.3	-0.8	109	1.5	0.4	5	1	5
O=C1/C(=C/c2cccs2)SC(=S)N1NS(=O)(=O)c1ccccc1	37	7	-6	-0.4	-1.3	98	-0.1	1.8	-69	-4	5

The listing continues.
SMILES	Mot1-301 SUMO	OPRM1-OPRD1 inv	Arr AP2 block	Ecoli viability	MOR-DOR ag	Pemphigus Ab inh	AddAB inh	phage Ecoli inh	PfHsp90 set2	PKA-R1A activ	Tat export inh
O=C(NC1C/C=C\C(c2ccccc2)N(c2ccccc2)C(=O)C1)OCC1c2ccccc2-c2ccccc21 (stereo not drawn)	·	8	24	1.4	-1.7	98	0.1	·	4	-1	-4
CC(=O)c1c(C)[nH]c(C(=O)COC(=O)c2ccc(Cl)nc2)c1C	31	-4	8	-0.2	0.9	·	-1.7	0.2	-11	13	-7
O=C(c1cccs1)N1CCCC(c2ccccc2)C1 (stereo not drawn)	-22	14	1	-0.8	-2.4	·	0.8	-0.8	12	-10	-3
O=C(O)CC(NC(=O)c1ccccc1NC(=O)c1ccccc1)C(=O)O (stereo not drawn)	-6	12	26	1.1	-2.2	105	-0.4	3.0	-6	-11	-2
CC(=O)Nc1ccc(C(=O)Cn2c3[n+](c4c(F)c(F)ccc42)CCCCC3)cc1	-4	5	16	1.3	-1.1	105	4.5	3.5	-2	-2	5
C=CCSc1nnc(-c2cc3c(C(F)(F)F)nn(C)c3s2)n1C	59	2	5	1.4	-0.4	100	2.7	2.5	-6	5	1
Cc1nn(C)cc1C(=O)c1ccccc1	11	2	30	-1.9	-0.5	107	3.3	2.3	0	5	0
CC(=O)Nc1cc(C(=O)N(C)Cc2ccco2)ccc1Sc1ccc(C)cc1	10	2	5	1.9	-0.3	102	2.4	1.7	33	-13	6
Cc1ccc(P(=O)(CO)c2ccc(C)cc2)cc1	17	7	38	-1.7	-1.2	93	1.6	1.7	·	-4	-6
O=C(COc1ncnc2ccccc12)NCC1CCCO1 (stereo not drawn)	-6	8	-24	1.4	-1.6	101	2.4	2.4	1	-1	-4
CC(=O)Nc1ccc(S(=O)(=O)NC2CC(=O)N(c3cccc(F)c3)C2)cc1 (stereo not drawn)	1	20	-10	-1.4	-4.1	95	-1.5	2.9	0	3	-1
CCC(C(=O)Nc1nccs1)(C(F)(F)F)C(F)(F)F	1	1	23	1.7	-0.3	101	-0.1	4.3	7	-4	-3
COC(=O)c1cc(OC)nc2c1c(=O)n(C)c(=O)n2C	-10	6	7	-1.3	-1.0	90	-0.3	2.6	2	-8	-9
Cc1nc(C)n(CC(O)COc2ccc3cc(Br)ccc3c2)n1 (stereo not drawn)	-26	-3	9	0.0	0.6	100	1.2	2.0	18	5	-1
O=C(Nc1ccc2ccccc2n1)c1ccc(Cl)cc1	64	-21	2	-0.9	4.3	107	1.5	2.6	-29	1	-6
COc1cc(C(=O)N2CCCc3ccccc32)c([N+](=O)[O-])cc1OC	5	-13	30	0.1	2.8	101	-0.5	2.4	3	-2	0
COc1ccc(C(=O)OCC(=O)Nc2cc(C)on2)cc1S(=O)(=O)N1CCOCC1	-8	11	27	0.4	-1.8	·	0.9	3.6	10	-2	-8
CCCN(CC(=O)Nc1ccccc1C)C(=O)c1ccc(S(=O)(=O)N2CCC(C)CC2)cc1	·	-8	-6	·	1.3	107	·	1.4	·	-5	2
COCCCN1C(=O)C(=O)/C(=C(/O)c2ccc(OC(C)C)cc2)C1c1ccncc1 (stereo not drawn)	-11	8	-4	-0.6	-1.8	127	2.0	-0.3	-14	0	-11
CC(C)C[C@H]1CN=C(Nc2ccccc2)N1CC1CCCCC1	-13	11	5	-3.3	-2.4	100	2.9	3.1	14	-6	-3
C=C1SC(=Nc2c(C)cccc2Cl)N(C(=O)c2sc3ccccc3c2Cl)C12CCCCC2	-6	21	-4	-1.9	-4.0	89	2.7	-1.1	-15	4	-4
CCc1noc(C)c1C(=O)NNC(=O)c1nn(C)c(=O)c2ccccc12	123	15	15	0.7	-3.9	·	0.8	1.2	13	0	-3
CCCc1n[nH]c(=O)c2c1nnn2Cc1ccccc1	-14	14	-11	-1.7	-2.4	95	2.7	2.3	-1	0	-5
Cc1[nH]c(C)c(S(=O)(=O)N2CCN(c3ccccc3)CC2)c1C(=O)N1CCCC1	19	17	29	0.8	-3.3	102	-3.0	0.6	-3	3	-2

An excerpt from above, reduced to MOR-DOR ag, PfHsp90 set2 and Tat export inh.
Structure	MOR-DOR ag	PfHsp90 set2	Tat export inh
CCC(C(=O)Nc1nccs1)(C(F)(F)F)C(F)(F)F	-0.3	7	-3
O=C(Nc1ccc2ccccc2n1)c1ccc(Cl)cc1	4.3	-29	-6
CC(=O)c1c(C)[nH]c(C(=O)COC(=O)c2ccc(Cl)nc2)c1C	0.9	-11	-7
O=C(O)CC(NC(=O)c1ccccc1NC(=O)c1ccccc1)C(=O)O (stereo not drawn)	-2.2	-6	-2
